IMPase inh = IMPase inhibition in cells; CHO-M1 cells, IP1 accumulation, HTRF TR-FRET ratio; inhibition (IP1 accumulation), % at 46.1 µM; 120,000 tested, under 10 active; AID 901; active = well fitted curve in the direction sought with a large enough effect in the signal ratio, not every such curve was filed as active; inconclusive = small, poorly fitted or top-dose-only effect, or a change in a side signal; inactive = no such curve, though single readings can be large or run the other way; the % refers to the signal ratio;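 also: cells stimulated with carbachol in lithium chloride buffer; plate controls were DMSO basal wells for no effect and reference inhibitor wells for full effect; higher means more IMPase inhibition seen as more IP1 and lower FRET ratio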
Target sequence (P97697 whole entry, looked up): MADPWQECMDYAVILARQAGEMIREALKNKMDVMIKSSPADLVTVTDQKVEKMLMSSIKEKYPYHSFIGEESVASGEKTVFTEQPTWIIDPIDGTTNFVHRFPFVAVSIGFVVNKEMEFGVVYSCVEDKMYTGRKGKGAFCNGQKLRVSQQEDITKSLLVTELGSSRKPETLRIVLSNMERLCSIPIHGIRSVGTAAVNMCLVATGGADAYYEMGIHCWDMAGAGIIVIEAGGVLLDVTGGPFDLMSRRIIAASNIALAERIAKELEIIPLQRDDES
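Seeded CHO-M1 cells were dosed with compound at up to 46 uM, stimulated with carbachol for 30 min, then lysed in IP-One detection reagents. Higher IP1 lowers the TR-FRET signal.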
ALOX15B inhib = inhibitors of human 15-lipoxygenase 2 (ALOX15B); O15296; purified 15hLO-2, xylenol orange hydroperoxide absorbance; Potency, µM (titrated, usually from 57.1 µM), for inactives: top-dose activity change, negative = inhibition, hits mostly inhibitors; actives 0.56% (n = 110,000); AID 881; also: potency is read from the fitted curve at half-maximal effect; nearly all actives have a fitted effect of over 60% in size; many of its hits are not listed in these tables
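Purified human 15hLO-2 (50 nM final) preincubated with compounds 15 min at room temperature in 25 mM Hepes pH 7.5, 0.01% Triton X-100, then 45 uM arachidonic acid added for 90 min; hydroperoxide detected via ferrous/xylenol orange, 573/405 nm absorbance ratio.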
ALOX12 inhib = 12-hLO (ALOX12) enzyme inhibition; P18054; purified 12-hLO, xylenol orange hydroperoxide absorbance; Potency, µM (series often up to 57.1 µM), for the others: at the top dose activity change, negative = inhibition, usual class: inhibitors; actives 0.12% (n = 150,000); also: potency is read from the fitted curve at half-maximal effect; nearly all actives have a fitted effect of over 55% in size; many of its hits are not listed in these tables
Target sequence (P18054 whole entry, looked up): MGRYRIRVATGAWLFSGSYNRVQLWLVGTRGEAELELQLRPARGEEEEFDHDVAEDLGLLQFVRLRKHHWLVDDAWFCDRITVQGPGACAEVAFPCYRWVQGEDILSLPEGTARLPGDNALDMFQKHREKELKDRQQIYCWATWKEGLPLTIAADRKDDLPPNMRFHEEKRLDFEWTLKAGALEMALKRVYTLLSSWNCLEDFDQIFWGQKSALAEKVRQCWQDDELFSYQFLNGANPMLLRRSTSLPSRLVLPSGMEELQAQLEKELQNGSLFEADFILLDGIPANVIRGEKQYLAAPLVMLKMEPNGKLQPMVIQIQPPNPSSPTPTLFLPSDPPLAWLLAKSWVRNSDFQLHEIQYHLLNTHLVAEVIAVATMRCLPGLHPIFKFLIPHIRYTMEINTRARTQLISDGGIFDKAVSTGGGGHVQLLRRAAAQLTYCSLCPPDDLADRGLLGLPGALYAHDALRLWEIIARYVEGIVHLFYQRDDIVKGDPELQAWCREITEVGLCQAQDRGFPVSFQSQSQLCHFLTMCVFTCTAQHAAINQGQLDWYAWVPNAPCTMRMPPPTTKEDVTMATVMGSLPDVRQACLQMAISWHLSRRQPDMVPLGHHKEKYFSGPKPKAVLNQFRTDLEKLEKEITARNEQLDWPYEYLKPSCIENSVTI
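Xylenol orange chromogenic assay: hydroperoxide from 12hLO oxidises Fe(II), giving red-shifted Fe(III)-XO absorbance. Conditions: 150 nM enzyme, 40 uM arachidonic acid, 25 mM Hepes pH 7.0, 0.01% Triton X-100, 30 min, room temperature.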
PNC assembly inh = inhibitors of perinucleolar compartment assembly; PC3M PTB-GFP, PNC prevalence imaging, 16 h; stronger effect = lower value; activity change (PNC), negative = inhibition, % at 10 µM; actives 3.1% (n = 140,000); AID 2417;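 active = readout at or below -70, meaning at least 70% loss of cells showing the perinucleolar compartment, a nuclear body marking cancer cells; inconclusive = readout between -30 and a set limit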;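 also: plate controls were DMSO wells for no effect and camptothecin positive control wells for full effect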
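Read-out is percentage of cells bearing a perinucleolar compartment, from automated 20x imaging of fixed, Hoechst-stained PC3M PTB-GFP cells. Cells were seeded 4 h, then exposed 16 h to compound (23 nl of library stock) in duplicate plates.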
Numbers without * were called inactive; ? = inconclusive; / = not tested or not shown; [ ] = dose if it differs, or a comment. Unless noted, calls follow the shape of the dose curve; as a rule, active = well fitted curve in the direction sought with a large enough effect; inconclusive = small, poorly fitted or top-dose-only effect, or another doubt; inactive = no such curve, though single readings can be large; an effect the other way counts as inactive or inconclusive. Unless noted, % is scaled to controls: 0 for no effect and ±100 for the full control effect.

SMILES	IMPase inh	ALOX15B inhib	ALOX12 inhib	PNC assembly inh
O=C(Nc1ccccc1C(=O)NCCc1ccccc1)c1ccco1	3	-1%	-1%	-24
Cc1cc(NC(=O)CSc2cn(CCNC(=O)c3ccc(F)cc3)c3ccccc23)no1	1	-3%	-3%	-10
CCOC(=O)C1=C(C)NC2=C(C(=O)CC(C)(C)C2)C1c1cccc(C)n1 (stereo unspecified)	-6	-8%	-12%	?
CC(C)C(NC(=O)c1ccc(F)cc1)C(=O)OCC(=O)N1CC(=O)Nc2ccccc21 (stereo unspecified)	/	/	-3%	-15
O=C(O)CCCC(=O)Nc1nc(-c2ccccc2)cs1	-3	1%	-4%	24
CC1(C)CC(=O)C=C(NNC(=O)C2CCCCC2)C1	5	/	2%	?
N#C/C(=C\c1cccs1)C(=O)NCc1ccccc1	-16	/	0%	?
CCN=C1SC(CC(=O)Nc2ccccc2)C(=O)N1CC (stereo unspecified)	-1	7%[2.29 µM]	1%	?
CC(=O)OC(C(=O)N1CCN(c2ccccc2F)CC1)c1ccccc1 (stereo unspecified)	5	-6%	-2%	-5
O=C(O)CCSc1nnc(-c2ccc3c(c2)OCO3)o1	-17	1%	-9%	34
O=C1c2ccccc2C(=O)N1CCCCN(C(=O)c1cc([N+](=O)[O-])ccc1Cl)c1ccc(Cl)cc1	6	/	-1%	?
O=C(c1ccc(Cl)cc1)C1C2C(=O)N(c3ccccc3)C(=O)C2C2CCCN21 (stereo unspecified)	-1	-10%	?	-10
Oc1ccc2oc3c(c2c1)CCCC3	-9	-15%	-3%	-8
O=c1nc(-c2ccccc2)cn[nH]1	0	-3%	3%	-3
CN(C)CCCNC(=O)c1cc2c3ccccc3n(C)c2s1	0	10%	4%	19
O=C(NCc1cccs1)c1cccnc1Cl	/	/	-3%	-28
COc1ncc2nc(-c3cc(F)cc(F)c3)c(=O)n(CCc3ccccc3)c2n1	/	2%	-5%	/
O=C(O)C1C2C=CC3(CN(C4CCCC4)C(=O)C13)O2 (stereo unspecified)	5	-3%	-8%	?
CCc1nnc(NC(=O)c2cc(S(=O)(=O)N3CCN(c4ccccc4)CC3)ccc2Cl)s1	3	-11%	-10%	?
COC(=O)C1CSC(C(=O)OC)N1C(=O)Nc1c(C)cccc1C (stereo unspecified)	4	4%	-1%	62
O=C(COC(=O)CNC(=O)c1ccco1)Nc1ccc(Cl)cn1	-5	2%	2%	-18
O=C(/C=C/c1ccc(O)cc1)c1cccs1	1	-3%	-19%	/
CC(C)N(C(=O)C(=O)c1cccn1-c1ccccc1C#N)C(C)C	14	0%	13%	15
Cc1ccc(NC2=Nc3ccccc3CS2)cc1	-22	9%	-3%	6
O=C(O)c1cccc(Cn2cc(Br)cn2)c1	-1	-4%	0%	-5
COc1cc(C(=O)NC(=S)NCc2ccco2)cc(OC)c1OC	10	-23%	-27%	28
OC(c1ccccc1)c1nccn1Cc1ccccc1 (stereo unspecified)	1	17%	2%	-4
CCOC(=O)c1cnn(Cc2ccccc2)c1N	16	/	3%	1
Cc1cc[n+](CC(=O)Nc2cc(C(F)(F)F)ccc2Cl)cc1	5	12%	4%	14
CCn1ncc(Br)c1C(=O)Nc1nccs1	-3[1.84 µM]	-3%[11.4 µM]	3%	?
O=C(CSc1nc2ccc(NC(=O)CSc3nnnn3-c3ccccc3)cc2s1)Nc1ccccc1	/	/	-3%	3
Cc1ccc(CNc2ccc(S(=O)(=O)N3CCOCC3)cc2[N+](=O)[O-])cc1	7	/	-2%	1
Cc1c(C(=O)Nc2nnc(SCc3ccccc3Cl)s2)cccc1[N+](=O)[O-]	/	/	1%	-6
Cc1nc2c(Br)c3nc(C(F)(F)F)[nH]c3c(Br)c2[nH]1	0	9%	-1%	131
COc1ccc(C)cc1NC(=O)Nn1cnnc1	-3	-3%	12%	22
COc1ccc(N=Cc2c(O)c3ccccc3oc2=O)cc1	1	/	0%	15
O=C(CSc1ncccn1)N/N=C/c1cccc([N+](=O)[O-])c1	-9	/	0%	?
COc1ccccc1/C=N/NC(=O)C(=O)N1CCN(c2ccccc2OC)CC1	/	/	-5%	-5
CCOC(=O)C1CCN(C(=O)c2cn(C)c(=O)c3cc(OC)c(OC)cc23)CC1	2	/	1%	6
CCOc1ccc(NS(=O)(=O)c2ccc(NS(=O)(=O)c3ccc(SC)cc3)cc2)cc1	-1	-22%	-29%	10
O=S(Cc1cc(Oc2ccccc2)nc(-c2ccccc2)n1)c1ccccc1 (stereo unspecified)	0	5%	-1%	62
Cn1c(NC(=O)/C=C/c2ccco2)cc(=O)n(C)c1=O	/	/	-8%	-121*
CC1Cc2ccccc2N1Cc1nc2cc(C(F)(F)F)ccc2c(=O)[nH]1 (stereo unspecified)	-1	/	5%	-27
COc1ccc(OCCNC2CCCC2)cc1	/	/	1%	70
CCCn1c(=O)c2c(C(=O)OCC)cc(-c3ccco3)nc2n(CCC)c1=O	2	1%	-4%	28
CCC1CCCCN1S(=O)(=O)c1ccc(NC(=O)CSc2ncccc2C(=O)O)cc1 (stereo unspecified)	-2	-1%	-3%	-2
FCCCOc1ccc(-c2nccc(-c3ccc(F)cc3)n2)cc1	11[1.84 µM]	5%[11.4 µM]	3%	21
Cn1c(CNC(=O)c2ccc(Cl)c(Cl)c2)nnc1SCC(=O)Nc1sc2c(c1C#N)CCCC2	0	-9%	-1%	62
O=C(Nc1ccc2c(c1)OCCO2)C1CCN(S(=O)(=O)Cc2ccccc2)CC1	6	-3%	-1%	-20
O=C1OCCC1Sc1nc2ccccc2n1Cc1ccccc1 (stereo unspecified)	2	-4%	3%	42
Cn1c(=Nc2ccccc2)sc2ccccc21	2	14%	3%	3
O=C1c2ccccc2C(=O)N1CCCOCc1c[nH]c(=O)[nH]c1=O	1	-4%	-1%	22
CN1C(=O)NC(NC(=O)c2cccs2)(C(F)(F)F)C1=O (stereo unspecified)	-6	4%	-10%	32
CCN(CC)C(=O)C1CC(=O)N(c2ccc(F)c(Cl)c2)C1 (stereo unspecified)	3	-6%	-2%	27
COc1nc(OCC#N)nc(N(C)C)n1	10	-2%	-4%	?
Cc1cc(SCC(=O)c2cccs2)nc2c(C)cccc12	2	-8%	-1%	22
CCN(CC)S(=O)(=O)c1ccc(N/N=C/c2cc(OC)c(OC)cc2OC)nc1	/	/	1%	-29
COc1ccc(S(=O)(=O)Nc2cccc(SC)c2)cc1OC	7	/	-2%	7
CCC(C)(C)NC(=O)c1cc([N+](=O)[O-])ccc1N1CCCCC1	/	/	-3%	?
COc1ccccc1/C=C(/CC(=O)NCc1ccc(F)cc1)c1nc2ccccc2s1	/	/	-3%	-10

Next records:
SMILES	IMPase inh	ALOX15B inhib	ALOX12 inhib	PNC assembly inh
CCN(CC)c1ccc(CN2CCCCCC2)cc1	18	35%[activator]	-7%	16
CS(=O)(=O)Nc1ccc(C(=O)NCCc2ccccc2)cc1	14	8%	2%	8
COc1ccccc1OCC(=O)NNC(=O)c1ccoc1C	/	/	2%	46
Cc1ccc(C(=O)NN2C(=O)CSC2=S)cc1	/	/	-6%	-84*
Nc1cc2sc(-c3ccc(C(=O)O)cc3)nc2cc1Cl	?	/	-1%	4
Cc1ccc(S(=O)(=O)N(C(=O)c2ccncc2)c2ccc(OC(=O)c3ccncc3)c3ccccc23)cc1	18	/	-14%	8
Cn1nnc(NC(=O)c2ccc3ccccc3c2)n1	-3	/	0%	-3
COCC(=O)Nc1ccccc1Br	/	/	-1%	-6
COc1cccc(C2CC(C(F)(F)F)n3ncc(C(=O)NC(C)(C)C)c3N2)c1 (stereo unspecified)	1	10%	4%	-11
CCOc1ccccc1NC(=O)CN1C(=O)COc2ccc(Cl)cc21	8	0%	-2%	-15
O=C(NN1C(=O)c2ccccc2NC1c1ccccn1)c1ccccc1 (stereo unspecified)	-5	/	1%	?
CC(Sc1nnc(C(F)(F)F)n1C)C(=O)NC(N)=O (stereo unspecified)	0	-5%	-5%	-28
CC(C)(C)NC(=O)C1CCN(C(=O)c2ccc(-c3ccccc3)cc2)CC1	1	-2%	3%	?
O=c1c(O)cc(C2Oc3cc(O)cc(O)c3CC2O)cc2c(C3Oc4cc(O)cc(O)c4CC3O)cc(O)c(O)c12 (stereo unspecified)	/	-18%	-10%	/
Cc1ccccc1NC(=O)OCCN1CCN(Cc2ccccc2)CCC1=O	/	2%[0.0915 µM]	1%[0.00818 µM]	11
O=C(Nc1nc(-c2ccc(S(=O)(=O)N3CCCC3)cc2)cs1)c1cccs1	-6	-5%	2%	0
COc1ccc(-n2nnnc2-c2cccnc2)cc1	6	-6%	9%	3
COC(=O)C1C(O)=C(C=NCC(C)N=CC2=C(O)C(C(=O)OC)C(C)(C)CC2=O)C(=O)CC1(C)C (stereo unspecified)	3	4%	-6%	32
N#CC(c1ccc(Cl)cc1)(c1ncc(C(F)(F)F)cc1Cl)N1CCOCC1 (stereo unspecified)	-3	0%	-2%	?
COC(=O)C1=CN(C)C=C(C(=O)OC)C1c1ccsc1	-1	5%	-1%	33
CCOC(=O)N1CCC(N2Cc3cccc(C(=O)NCc4ccccn4)c3C2=O)CC1	9	-5%	3%	-12
O=C(Nc1ccc(F)cc1)Nc1nnc(-c2ccncc2)s1	1	?	-2%	-2
CCN(CC(=O)NCc1ccc(F)cc1)C(=O)C1CCN(C(=O)Nc2ccccc2)CC1	-8	21%	-7%	1
CCn1nc(-c2ccccc2)c2nc3ccccc3nc21	-1	-5%	-4%	?

A draw from above in order of molar mass, rising.
SMILES	IMPase inh	ALOX15B inhib	ALOX12 inhib	PNC assembly inh
COC(=O)C1=CN(C)C=C(C(=O)OC)C1c1ccsc1	-1	5%	-1%	33
CC(C)(C)NC(=O)C1CCN(C(=O)c2ccc(-c3ccccc3)cc2)CC1	1	-2%	3%	?
N#CC(c1ccc(Cl)cc1)(c1ncc(C(F)(F)F)cc1Cl)N1CCOCC1 (stereo unspecified)	-3	0%	-2%	?
O=C(Nc1nc(-c2ccc(S(=O)(=O)N3CCCC3)cc2)cs1)c1cccs1	-6	-5%	2%	0
CCN(CC(=O)NCc1ccc(F)cc1)C(=O)C1CCN(C(=O)Nc2ccccc2)CC1	-8	21%	-7%	1

(further entries)
SMILES	IMPase inh	ALOX15B inhib	ALOX12 inhib	PNC assembly inh
Cc1ccc(C(=O)/C=C\C(=O)c2ccc(C)cc2)cc1	/	/	0%	-10
CC(CCc1ccccc1)NC(=O)c1cc2sccc2n1C (stereo unspecified)	0	-5%	-7%	?
COc1ccc(C(=O)N/N=C/c2ccc(OC(=O)c3cccs3)cc2)cc1	0	/	-3%	5
CC1CCCC/C1=N\NS(=O)(=O)c1ccc(Br)cc1 (stereo unspecified)	3	-17%	-13%	25
COc1cc2[nH]c(=O)n(CCCCCC(=O)NCCc3c[nH]c4ccccc34)c(=O)c2cc1OC	2	-1%	-1%	6
Cc1ccc(C2C(/C=C3/SC(=S)NC3=O)=C(c3cccs3)Oc3ccccc32)cc1 (stereo unspecified)	9	?	?	-26
Cc1cc(C)c(C)c(OCCCOc2cccc3cccnc23)c1	/	/	0%	18
COc1ccc(CCC(C(O)C(F)(F)F)S(=O)c2ccccc2)cc1 (stereo unspecified)	4	?	-9%	15
N#Cc1c(-c2ccccc2)nc(SCC(=O)N(c2ccccc2)c2ccccc2)[nH]c1=O	-24	/	-1%	-27
Cc1ccc2[nH]c(C)cc(=O)c2c1	/	-10%[0.0915 µM]	-1%[0.00818 µM]	/
COCCn1c(C)cc(C(=O)COC(=O)C23CC4CC(CC(O)(C4)C2)C3)c1C	3	8%	-4%	?
COC(=O)C1CCN(C(=O)COC(=O)CC(NC(N)=O)c2ccc(Cl)cc2)CC1 (stereo unspecified)	-4	7%	2%	-20
O=S(=O)(c1ccccc1)N1CCC2(CCN(Cc3nccs3)CC2)CC1	/	5%	6%	/

Bioassay records as filed in PubChem.
